TRHR PAM: allosteric enhancers of human TRH receptor; TRHR cells, fluo-8 calcium fluorescence, EC20 TRH enhancement; enhancement, % at 2 µM; actives 0.66% (n = 360,000); AID 493056; in the data active means enhancement above about 30%; further: 0% is about no effect
Target sequence (P34981 whole entry, looked up): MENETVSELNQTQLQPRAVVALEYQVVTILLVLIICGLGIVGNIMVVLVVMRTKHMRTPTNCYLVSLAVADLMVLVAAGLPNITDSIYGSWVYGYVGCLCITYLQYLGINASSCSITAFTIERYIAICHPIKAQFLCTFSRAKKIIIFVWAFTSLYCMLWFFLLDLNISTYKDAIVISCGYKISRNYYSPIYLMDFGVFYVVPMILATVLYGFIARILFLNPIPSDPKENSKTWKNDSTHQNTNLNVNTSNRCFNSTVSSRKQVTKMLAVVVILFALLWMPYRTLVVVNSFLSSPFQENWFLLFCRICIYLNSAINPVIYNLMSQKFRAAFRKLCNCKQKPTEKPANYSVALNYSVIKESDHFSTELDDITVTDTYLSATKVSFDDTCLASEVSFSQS
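TRHR-expressing cells loaded with fluo-8 calcium dye were read kinetically (ex 480/em 530) during compound addition, then stimulated with an EC20 of TRH (10 nM final). Enhancement of the Gq-mediated intracellular calcium response was scored.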
TRHR agonist: activates the human TRH receptor; P34981; TRHR cells, calcium flux fluo-8, FDSS agonist mode; activation, % at 2 µM; actives 0.18% (n = 360,000); AID 493084; further: 0% is about no effect
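Agonist-mode FDSS calcium read (Ex 480/Em 530, 1 s cycles) in 1536-well TRHR cells with fluo-8 dye, after 10-cycle baseline and 23 nL compound addition; TRH at EC20 (10 nM final) added afterwards for the enhancer phase.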
D2 PAM: D2 dopamine receptor (human) potentiation | P14416 | HEK293 T-REx D2, calcium flux, EC20 dopamine potentiation | potentiation, % at 10 µM | actives 0.34% (n = 340,000);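 active means potentiation over 3 SD above the plate norm, cut at about 30% in these data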; further: 0% is about no effect
Target sequence (P14416 whole entry, looked up): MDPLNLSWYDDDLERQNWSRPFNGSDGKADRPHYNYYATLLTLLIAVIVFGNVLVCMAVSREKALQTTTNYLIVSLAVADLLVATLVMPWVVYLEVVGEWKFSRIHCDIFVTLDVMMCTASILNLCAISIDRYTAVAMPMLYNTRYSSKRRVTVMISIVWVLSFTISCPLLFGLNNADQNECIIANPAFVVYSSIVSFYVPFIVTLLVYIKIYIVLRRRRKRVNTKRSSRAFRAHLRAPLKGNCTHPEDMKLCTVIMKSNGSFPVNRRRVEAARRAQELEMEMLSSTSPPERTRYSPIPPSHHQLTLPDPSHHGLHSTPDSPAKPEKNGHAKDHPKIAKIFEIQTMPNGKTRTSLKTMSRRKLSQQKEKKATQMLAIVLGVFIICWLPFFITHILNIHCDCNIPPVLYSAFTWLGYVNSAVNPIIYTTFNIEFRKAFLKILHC
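Tetracycline-induced Hek293 Trex D2 cells, force-coupled to calcium, loaded with no-wash calcium dye. Compound added with 180 s kinetic read for agonism, then EC20 dopamine and a further 180 s read for potentiation.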
D2 antag: antagonizes the human D2 dopamine receptor | inhibition, % at 10 µM | HEK293 TREx D2 cells, calcium flux, dopamine EC80 | actives 2% (n = 340,000) | P14416; in the data active means inhibition above about 30%; further: 0% is about no effect
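Dopamine at EC80 is the agonist stimulus; test compounds precede it by 180 s. Calcium flux read kinetically in a force-coupled, inducible HEK293 T-REx D2 cell line.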
D2 ag: agonists of human D2 dopamine receptor. P14416. HEK293 T-REx D2 cells, calcium flux agonist mode. activation, % at 2 µM. actives 0.53% (n = 340,000);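 active means activation over 3 SD above normal in the single-dose calcium agonist read, cut at about 30% in these data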; further: 0% is about no effect
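HEK293 Trex D2 cells, tetracycline-induced, o/n 30 C 5% CO2; no-wash Ca dye, RT 30–90 min; 10-cycle baseline, 23 nl cpd added, kinetic Ca read 180 s; agonist hits = positive Ca response.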
D1 potentiator: potentiators of human D1 dopamine receptor; P21728; HEK293 TREx D1 cells, calcium flux, dopamine EC20 potentiation; potentiation, % at 10 µM; actives 0.036% (n = 360,000); AID 504651; in the data active means potentiation above about 30%; further: 0% is about no effect
RXFP1 antagonist: blocks the human relaxin receptor RXFP1 | Q9HBX9 | HEK293-RXFP1, relaxin-stimulated cAMP HTRF, 30 min; active compounds read low | activity change, negative = inhibition, % at 57.5 µM | actives 0.59% (n = 350,000);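 active means activity change of -60% or lower, but not beyond a set lower limit; inconclusive means change between -60% and -40%, or beyond the set limit; inactive means change above -40%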; further: on the % scale 0 is the no-effect control and ±100 the full control effect
D1 antagonist: human D1 dopamine receptor antagonism; actives 3.2% (n = 360,000); activity change, negative = inhibition, % at 10 µM; HEK293 TREx D1 cells, calcium flux, dopamine EC80; active compounds read low; P21728; in the data active means activity change below about -30%; further: on the % scale 0 is the no-effect control and ±100 the full control effect
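Allosteric or orthosteric antagonism assessed as attenuation of the calcium response to EC80 dopamine, added 180 s after compound, in induced HEK293 Trex D1 cells loaded with no-wash calcium dye.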
D1 agonist: human D1 receptor agonism | P21728 | HEK293 T-REx D1 cells, calcium flux, agonist mode | activation, % at 2 µM | actives 1% (n = 360,000) | AID 504660; further: 0% is about no effect
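Agonism was scored from calcium flux recorded over 180 s (1 read/s) after pintool compound addition, following a 10-cycle baseline. Cells were inducible force-coupled HEK293 TREx D1, plated overnight at 30 C and loaded with no-wash calcium dye.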
The depositor's hits bear a star; u = inconclusive; x = not tested or not shown. Unless noted, no stated cut-off is given here; in the data, active means activation above about 30%; inactive means the rest.

1: COC(=O)C1=COC(C)C2CN3CCc4c([nH]c5cc(OC)c(OC)cc45)C3CC12 (stereo not drawn)
2: CCOC(=O)c1sc2nc3n(c(=O)c2c1C)CCC3
3: CCc1ccc2ncc3c(-c4ccc(F)cc4)nn(CC(=O)NC4CCCCC4)c3c2c1
4: COc1ccccc1C1CCN(Cc2cccc3ccccc23)CC1
5: COc1cccc(/C(C)=N/NS(=O)(=O)c2ccc(Cl)cc2)c1

compound no.	1	2	3	4	5
TRHR PAM	-3	-4	5	3	-3
TRHR agonist	1.4	0.5	-0.8	-0.7	-1.2
D2 PAM	-17	-4	19	-34	13
D2 antag	-2	5	x	82*	-4
D2 ag	2.5	0.3	-0.5	-2.8	-1.4
D1 potentiator	-2	-4	-1	-10	5
RXFP1 antagonist	x	1	1	-14	3
D1 antagonist	-6	-21	11	3	4
D1 agonist	3	2	3	3	0

Reformatted: entries from further up
Fields: TRHR PAM | TRHR agonist | D2 PAM | D2 antag | D2 ag | D1 potentiator | RXFP1 antagonist | D1 antagonist | D1 agonist
5: COc1cccc(/C(C)=N/NS(=O)(=O)c2ccc(Cl)cc2)c1
→ -3 | -1.2 | 13 | -4 | -1.4 | 5 | 3 | 4 | 0
2: CCOC(=O)c1sc2nc3n(c(=O)c2c1C)CCC3
→ -4 | 0.5 | -4 | 5 | 0.3 | -4 | 1 | -21 | 2
1: COC(=O)C1=COC(C)C2CN3CCc4c([nH]c5cc(OC)c(OC)cc45)C3CC12 (stereo not drawn)
→ -3 | 1.4 | -17 | -2 | 2.5 | -2 | x | -6 | 3
3: CCc1ccc2ncc3c(-c4ccc(F)cc4)nn(CC(=O)NC4CCCCC4)c3c2c1
→ 5 | -0.8 | 19 | x | -0.5 | -1 | 1 | 11 | 3
4: COc1ccccc1C1CCN(Cc2cccc3ccccc23)CC1
→ 3 | -0.7 | -34 | 82* | -2.8 | -10 | -14 | 3 | 3

(continued)
6: CCCCC(=O)Nc1sc2c(c1C(N)=O)CCC2
7: COc1ccc(CNC(=O)Cn2nc(C)c3nn(-c4ccc(Cl)cc4)c(C)c3c2=O)cc1
8: C=CCOC(=O)C1=C(C)Nc2nnnn2C1c1cccc(OC)c1OC (stereo not drawn)
9: Cc1cc(C)c2c(=O)c3c(oc2c1)C(=O)N(Cc1ccco1)C3c1ccc(F)cc1 (stereo not drawn)
10: Cc1ccc(CNC(=O)CCC2CCCN(Cc3cccc4ncccc34)C2)o1 (stereo not drawn)

compound no.	6	7	8	9	10
TRHR PAM	0	-15	6	-2	1
TRHR agonist	-0.8	-1.0	-0.1	-0.4	-0.3
D2 PAM	2	8	24	-8	6
D2 antag	x	x	-4	x	9
D2 ag	x	-2.4	-1.7	-0.6	0.0
D1 potentiator	4	-1	-2	0	-3
RXFP1 antagonist	21	-15	-10	-1	-1
D1 antagonist	5	16	-18	-21	-10
D1 agonist	4	0	5	1	1

11: COc1ccc(C)cc1S(=O)(=O)N1CCN(c2ccccc2)CC1
12: O=C(Cc1ccc([N+](=O)[O-])cc1)Nc1ccc2c(c1)CCC2
13: O=C(NCc1ccc2c(c1)OCO2)c1ccc(N2CCCCCC2)c([N+](=O)[O-])c1
14: CCOc1ccc(NC(=O)C(CC(=O)O)Cc2ccccc2)cc1 (stereo not drawn)
15: COc1ccc(CCC(=O)NCc2ccc3c(c2)CCN3C(=O)c2ccc(C)cc2)cc1

compound no.	11	12	13	14	15
TRHR PAM	-3	0	-1	-5	-1
TRHR agonist	0.3	-0.5	-0.8	0.6	-0.5
D2 PAM	4	3	-11	3	-1
D2 antag	9	-7	-5	-3	x
D2 ag	0.3	-0.7	-2.3	0.4	1.1
D1 potentiator	2	-10	-1	-2	-2
RXFP1 antagonist	2	-7	-7	4	-2
D1 antagonist	-12	0	-3	6	-5
D1 agonist	1	2	3	4	2

16: COc1ccc(C(=O)Nc2ccc(S(=O)(=O)Nc3nccnc3OC)cc2)cc1
17: CCCCOc1ccc(N2C(=O)CC(NCc3ccncc3)C2=O)cc1 (stereo not drawn)
18: COc1ccc(C(C(=O)NCC2CCCO2)N(Cc2ccc(F)cc2)C(=O)CNC(=O)c2ccco2)cc1OC (stereo not drawn)
19: O=C1CN(C(=O)Nc2ccccc2C(F)(F)F)C(c2ccccc2)c2c(sc3c2CCCC3)N1 (stereo not drawn)
20: NNC(=O)c1cc2cc3ccccc3nc2s1

compound no.	16	17	18	19	20
TRHR PAM	-1	-6	13	2	-3
TRHR agonist	0.3	-0.3	-1.6	0.1	0.6
D2 PAM	-5	-4	15	-2	-4
D2 antag	30	-12	-3	x	3
D2 ag	-0.6	-1.0	-0.7	0.4	0.0
D1 potentiator	-2	0	-2	0	2
RXFP1 antagonist	-17	6	-39	-28	2
D1 antagonist	-2	-1	-4	-10	7
D1 agonist	3	-4	-2	-1	3

21: CCNc1ccc(C(=O)OCC(=O)N(Cc2ccccc2)C(C)(C)C)cc1[N+](=O)[O-]
22: COc1cc(OC)c2cc[nH]c2c1
23: CCOC(=O)c1c(CC(C)C)csc1/N=C/C1C(=O)CCCC1=O
24: CC(=O)c1ccc(C(=O)N2CCc3c([nH]c4ccccc34)C2c2cccc(C)n2)s1 (stereo not drawn)
25: CC(C)N1CCC(N2CCN(CC#Cc3ccccc3)CC2CCO)CC1 (stereo not drawn)

compound no.	21	22	23	24	25
TRHR PAM	-6	1	0	-6	-4
TRHR agonist	0.4	0.3	6.1	-0.4	0.8
D2 PAM	-2	11	23	-11	8
D2 antag	1	-4	-11	-19	4
D2 ag	-0.2	3.3	6.8	-0.5	-0.1
D1 potentiator	-3	-2	8	-7	-4
RXFP1 antagonist	-6	-17	-38	-20	6
D1 antagonist	-2	-18	12	-3	3
D1 agonist	1	2	17	0	1

Two compounds from above, limited to D2 ag and D1 antagonist.
| cpd | molecule | D2 ag | D1 antagonist |
| --- | --- | --- | --- |
| 23 | CCOC(=O)c1c(CC(C)C)csc1/N=C/C1C(=O)CCCC1=O | 6.8 | 12 |
| 24 | CC(=O)c1ccc(C(=O)N2CCc3c([nH]c4ccccc34)C2c2cccc(C)n2)s1 (stereo not drawn) | -0.5 | -3 |

(list continues)
26: O=c1c2ccccc2n2c(-c3ccccc3O)nnc2n1Cc1ccc(F)cc1
27: COC(=O)Cc1nnc(NC(=O)C(C)C)s1
28: COC(=O)c1ccc2c(=O)n(CCCCCC(=O)NCCc3ccc(Cl)cc3)c(=O)[nH]c2c1
29: O=C(NCc1nnc(SCC(=O)N2CCCCC2)o1)c1c(F)cccc1Cl
30: Cc1cc(NC(=O)CCC(=O)N(Cc2ccco2)C2(C(=O)NC3CCCCC3)CCCCC2)no1

compound no.	26	27	28	29	30
TRHR PAM	-1	14	-2	11	-5
TRHR agonist	0.2	0.2	0.3	0.8	-0.2
D2 PAM	-3	8	2	7	0
D2 antag	x	-11	x	-2	-11
D2 ag	1.0	0.5	x	0.1	-0.5
D1 potentiator	2	0	-1	-2	-4
RXFP1 antagonist	7	-6	-9	-9	-27
D1 antagonist	-22	-6	3	-24	31
D1 agonist	1	-1	1	4	2

31: CC(C)C(OC(=O)c1ccco1)C(=O)NCc1ccco1 (stereo not drawn)
32: O=c1c2ccccc2nc2c3ccccc3c(Cl)nn12
33: CCOc1ccc(C2=C(C(=O)CC)Sc3nncn3N2C(=O)CC)cc1
34: Nc1c(-c2ccccc2)n[nH]c1-c1ccccc1
35: COc1cc(OC)cc(C(=O)Nc2nc(CC(=O)NCc3ccc(F)cc3)cs2)c1

compound no.	31	32	33	34	35
TRHR PAM	2	4	-2	1	-3
TRHR agonist	0.0	0.5	0.5	-0.2	-0.1
D2 PAM	-6	5	-7	-7	7
D2 antag	24	16	x	-1	2
D2 ag	0.2	0.7	0.8	0.3	0.7
D1 potentiator	-2	-3	1	2	-4
RXFP1 antagonist	-3	x	u	-3	-13
D1 antagonist	-9	-10	x	5	15
D1 agonist	1	1	2	3	1

36: Clc1ccc2nc(-c3ccccc3)c(CN3CCOCC3)n2c1
37: COc1ccccc1C(=O)Oc1ccc2c(c1)O/C(=C\c1ccncc1)C2=O
38: O=C(CN1CCC(NC(=O)C2CC2)CC1)Nc1cccc(F)c1
39: Cc1cc(N2CCN(C)CC2)nc2ccc(NC(=S)N3CCN(c4ccc(F)cc4)CC3)cc12
40: Cn1c(Cn2cnc3ccccc32)nnc1SCC(=O)CC(=O)Nc1ccccc1

compound no.	36	37	38	39	40
TRHR PAM	13	-3	0	7	0
TRHR agonist	0.3	29	-0.3	0.1	0.1
D2 PAM	2	8	-21	1	6
D2 antag	3	-3	31*	-12	0
D2 ag	0.5	14	0.2	0.2	-0.3
D1 potentiator	6	-4	-3	-4	-5
RXFP1 antagonist	-6	2	-2	17	-3
D1 antagonist	-8	33	-2	7	-16
D1 agonist	0	36*	1	2	2

41: CCCCN(CC)CCCNC(=O)c1ccc2c(c1)N(Cc1ccc(C)cc1)C(=O)c1ccccc1S2
42: CCCCNC(=O)C1CCC(CNS(=O)(=O)c2cccc3nsnc23)CC1 (stereo not drawn)
43: O=C(NCCc1ccccc1)C1CCCN(S(=O)(=O)c2cccs2)C1 (stereo not drawn)
44: Cc1oc(-c2cccc(Cl)c2)nc1CS(=O)(=O)CC(=O)NCCCN1CCOCC1
45: C/C(Cc1ccccc1)=N\NC(=O)c1cccnc1

compound no.	41	42	43	44	45
TRHR PAM	0	-3	17	1	0
TRHR agonist	1.9	0.0	0.1	0.1	0.1
D2 PAM	-4	5	-1	9	-8
D2 antag	x	7	-1	-1	-9
D2 ag	-0.3	-0.2	0.6	-0.5	0.2
D1 potentiator	0	-3	-7	-2	1
RXFP1 antagonist	-66*	-1	x	0	-3
D1 antagonist	-33*	-11	17	-22	21
D1 agonist	51*	1	-1	-1	6

46: N#Cc1ccsc1NC(=O)COC(=O)c1ccc2ccccc2c1
47: CCOC(=O)C1=C(CSc2nc(-c3ccccc3)ccc2C#N)OC(N)=C(C#N)C1c1cccnc1 (stereo not drawn)
48: O=C(NNC(=O)c1cc(Br)c(Br)s1)c1ccncc1
49: O=C(NCc1ccco1)c1cc([N+](=O)[O-])cc([N+](=O)[O-])c1
50: O=C(c1ccccc1O)N1N=C(C(F)(F)F)CC1(O)c1ccc([N+](=O)[O-])cc1 (stereo not drawn)

compound no.	46	47	48	49	50
TRHR PAM	4	-8	-1	12	7
TRHR agonist	1.5	3.9	-0.2	2.1	0.3
D2 PAM	9	x	5	3	-7
D2 antag	4	x	-7	6	-6
D2 ag	2.8	x	0.6	0.0	0.9
D1 potentiator	-3	-7	-6	1	-7
RXFP1 antagonist	-17	-7	0	1	-3
D1 antagonist	-25	1	-5	5	-25
D1 agonist	5	10	1	0	5

51: COc1ccc(N(C(=O)/C=C\C(=O)Nc2ccc(C)cc2)C(C(=O)NCc2ccco2)c2ccc(C)cc2)cc1 (stereo not drawn)
52: N#Cc1ccc(C(=O)NCC(c2ccco2)N2CCCC2)cc1 (stereo not drawn)
53: Cc1ccccc1NC(=O)c1snc2c(=O)[nH]cnc12
54: COc1cc2c(cc1OC)C(COc1ccc3c(C)cc(=O)oc3c1)N(C(=O)c1ccc(C)c(C)c1)CC2 (stereo not drawn)

compound no.	51	52	53	54
TRHR PAM	8	-1	8	-2
TRHR agonist	0.4	-0.2	0.2	0.3
D2 PAM	9	-12	7	1
D2 antag	x	-11	5	x
D2 ag	x	-0.1	2.0	0.4
D1 potentiator	0	-4	-4	0
RXFP1 antagonist	0	-6	x	-14
D1 antagonist	9	2	3	0
D1 agonist	-1	2	4	3
